Bioassay records (PubChem BioAssay)
CHRM4 antagonist = CHRM4 antagonism in calcium assay | hit rate 0.73% among 360,000 | CHO-hM4 cells, ACh EC80, Fluo-8 calcium fluorescence | inhibition, % at 3 µM | P08173;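 active = inhibition above its plate's cutoff, the mean inhibition of sample wells plus 3 SD, cut at about 27% in these data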;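 also: 0% = acetylcholine EC80 with DMSO and 100% = DMSO without agonist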
Target sequence (P08173 whole entry, looked up): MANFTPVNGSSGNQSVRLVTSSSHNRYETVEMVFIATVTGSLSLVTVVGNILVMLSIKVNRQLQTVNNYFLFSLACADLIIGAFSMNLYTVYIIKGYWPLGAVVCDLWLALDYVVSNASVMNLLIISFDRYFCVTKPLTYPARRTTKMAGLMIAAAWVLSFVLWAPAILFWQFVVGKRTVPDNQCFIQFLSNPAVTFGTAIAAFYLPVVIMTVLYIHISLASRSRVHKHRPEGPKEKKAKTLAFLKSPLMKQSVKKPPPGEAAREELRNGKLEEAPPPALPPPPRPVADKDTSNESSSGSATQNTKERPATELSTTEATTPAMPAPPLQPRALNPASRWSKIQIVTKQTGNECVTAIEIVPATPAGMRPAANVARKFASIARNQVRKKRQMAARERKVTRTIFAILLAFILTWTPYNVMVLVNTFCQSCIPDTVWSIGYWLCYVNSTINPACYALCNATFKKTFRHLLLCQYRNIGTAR
CHRM4 agonist = CHRM4 agonism in calcium assay; P08173; CHO-K1 hM4/Gqi5, Fluo-8 calcium fluorescence; vehicle 0%, full acetylcholine response 100%; activation, % at 3 µM; hit rate 0.14% among 360,000; AID 624127;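 active = activation above the run mean over all test wells plus 3 SD, cut at about 32% in these data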;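 also: peak over basal fluorescence ratio per well then scaled between controls; 0% = DMSO wells and 100% = acetylcholine at EC100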
M4 PAM = positive allosteric modulators of human muscarinic M4 receptor; P08173; CHO-K1 hM4/Gqi5, Fluo-8 calcium fluorescence, ACh EC20; 0% = ACh EC20, 100% = maximal ACh; activation, % at 3 µM; hit rate 0.4% among 360,000;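 active = activation above its plate's cutoff, the mean activation of sample wells plus 3 SD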; also: some results filed as inactive read as strong as hits
M5 ag = CHRM5 agonism in calcium assay | CHO-K1 hM5 cells, Fluo-8 calcium fluorescence; 0% DMSO wells, 100% maximal acetylcholine response | activation, % at 3 µM | hit rate 0.19% among 360,000;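 active = activation above the run's mean over test compounds plus 3 SD, cut at about 23% in these data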;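 also: signal is peak over basal fluorescence ratio across the kinetic read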
M5 antag = blocks acetylcholine activation of human M5 receptor. hit rate 0.59% among 360,000. inhibition, % at 3 µM. CHO-hM5 cells, Fluo-8 calcium fluorescence, ACh EC80. AID 624040. P08912;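 active = inhibition above a per-plate cutoff, the mean of that plate's test compounds plus 3 SD, cut at about 27% in these data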;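 also: 0% = acetylcholine EC80 with DMSO and 100% = DMSO without agonist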
M5 PAM = positive allosteric modulators of human muscarinic M5 receptor; activation, % at 3 µM; CHO-K1 hM5, Fluo-8 calcium, ACh EC20 PAM; 0% = ACh EC20, 100% = ACh EC100; hit rate 0.3% among 360,000; P08912;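 active = activation above the run cutoff, the mean activation of all test compounds plus 3 SD, cut at about 18% in these data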
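Probe or stimulus: acetylcholine, EC20 level; Assay system: human M5 receptor in CHO-K1 cells; Schedule: compound preincubation 140 s before EC20 acetylcholine addition; Technique: intracellular calcium via Fluo-8 fluorescence; Dosing: single-point, 3 µM nominal; Read-out basis: percent activation from peak-over-basal fluorescence ratio, scaled EC20-to-EC100 acetylcholine; Repeats: one well per compound, no replicates.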
CRFR2-BP ag = agonists of human CRF-binding protein/CRF-R2 receptor complex. activation, % at 13.2 µM. AID 588473. hit rate 0.46% among 350,000. HEK293 CRF-R2/CRF-BP, calcium dye fluorescence (FLIPR); percent of saturating CRF peptide response;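 active = activation of at least 50%, plus an integration ratio under a set limit after plate pattern correction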;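 also: plate controls were neutral control wells without compound for no effect and CRF at EC100 for full effect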
CRFR2-BP antag = CRF-BP/CRF-R2 complex antagonism. HEK293 CRF-R2/CRF-BP, CRF-induced calcium fluorescence. inhibition, % at 11.8 µM. hit rate 0.59% among 350,000;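 active = inhibition of the ligand-induced calcium signal above about 50% at the single tested concentration, limit read from the data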
CHRM1 PAM = positive allosteric modulators of human M1 muscarinic receptor; CHO-K1 hM1, Fluo-8 calcium fluorescence, ACh EC20; 0% = ACh EC20, 100% = maximal ACh; activation, % at 3 µM; hit rate 0.088% among 360,000; in the data active = activation above about 19%, passing the limit was not always enough
Target sequence (P11229 whole entry, looked up): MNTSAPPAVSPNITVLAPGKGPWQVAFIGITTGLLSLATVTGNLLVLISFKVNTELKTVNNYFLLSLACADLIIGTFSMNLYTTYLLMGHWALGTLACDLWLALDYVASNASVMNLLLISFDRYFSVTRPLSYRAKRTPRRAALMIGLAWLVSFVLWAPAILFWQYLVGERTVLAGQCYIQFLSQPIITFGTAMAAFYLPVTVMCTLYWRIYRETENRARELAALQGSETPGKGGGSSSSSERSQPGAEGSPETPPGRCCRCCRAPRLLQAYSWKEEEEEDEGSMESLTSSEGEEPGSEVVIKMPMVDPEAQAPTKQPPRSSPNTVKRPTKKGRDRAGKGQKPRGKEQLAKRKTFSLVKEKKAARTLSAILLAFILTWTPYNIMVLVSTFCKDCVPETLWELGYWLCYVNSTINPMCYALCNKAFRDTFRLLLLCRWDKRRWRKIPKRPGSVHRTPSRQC
Starred values were filed as active, the others as inactive; i = inactive; . = no result given; & = joins results of further samples.

Results follow in this order: M5 antag	M4 PAM	M5 ag	CRFR2-BP ag	CHRM1 PAM	CRFR2-BP antag	CHRM4 antagonist	M5 PAM	CHRM4 agonist
[1] Cc1ccc(C(=O)N/N=C/c2cccnc2)cc1Cl
    5	13	0	4.0	21	0	-17	-1	2
[2] COC(=O)c1ccc(COC(=O)c2cnc(Cl)c(Cl)c2)cc1
    -6	1	1	-0.4	11	-1	0	12	2
[3] S=c1c2[nH]cnc2ncn1CCSc1ncnc2nc[nH]c12
    1	6	2	5.9	8	-29	-5	9	1
[4] CCOc1ccc(N(CC(=O)NCc2ccc(F)cc2)C(=O)c2ccco2)cc1
    -12	1	-2	0.5	14	-11	-18	9	0
[5] COc1cc(NC(=O)Cn2cnc3c(NCc4ccccc4)ncnc32)cc(OC)c1OC
    -9	4	-1	-2.9	5	-4	-34	-4	0
[6] CC(=O)NC(Cc1ccccc1F)C(=O)NC1CCN(C(=O)c2cnccn2)CC1 (stereo not given)
    -2	-5	-2	1.4	3	4	4	10	1
[7] CCC(=O)c1cn([C@@H](CCC(OC)OC)CC(=O)OC(C)(C)C)cc1CC
    -5	3	5	0.0	2	3	2	6	0
[8] CCN(CC)C(=O)c1cccc(NC(=O)c2ccc3c(=O)n4c(nc3c2)CCC4)c1
    -1	3	4	1.2	5	8	2	5	4
[9] Cc1cc(NC(=O)COc2cccc([N+](=O)[O-])c2)no1
    8	10	-4	-0.6	5	-7	-4	-3	1
[10] C[C@H](CO)N1C[C@H](C)[C@H](CN(C)Cc2ccncc2)Oc2ncc(C#CC3CC3)cc2C1=O
    -4	3	0	-0.2	1	6	-6	8	0
[11] Cc1ccc(NC(=O)CN(C)CCOc2ccccc2)c([N+](=O)[O-])c1
    2	-3	-4	0.4	-2	-10	0	2	0
[12] COc1ccccc1-n1nnnc1SCC(=O)N(CC(C)C)C1CCS(=O)(=O)C1 (stereo not given)
    8	0	1	1.2	10	2	-1	7	0
[13] CCOC(=O)C1=C[C@@H](C(C)C)N(S(=O)(=O)c2ccc(C)cc2)[C@H]1c1ccc(C(C)C)cc1
    -1	-3	1	.	-3	.	-3	-6	-1
[14] COc1ccc(-c2c(-c3ccc(S(C)(=O)=O)cc3)sc3ccc(OC)cc23)cc1
    9	-9	2	2.7	-8	1	13	-10	2
[15] CCOC(=O)N1CCN(c2ncnc3c2oc2nc(C(C)C)c4c(c23)CCC4)CC1
    -1	4	-2	0.5	10	-24	-3	1	0
[16] O=C(OCc1cn([C@H]2CN(C(=O)c3cccs3)[C@@H](c3ccccc3)C[C@@H]2O)nn1)c1ccccc1
    4	1	1	1.3	3	1	-17	-1	9
[17] O=C1C2C3C=CC(CC3)C2C(=O)N1/N=C/c1ccc(O)cc1 (stereo not given)
    3	11	1	1.3	8	10	-11	-9	1
[18] CCN(CC(=O)Nc1ccccc1OC)CC(=O)Nc1c(Cl)ccc(C)c1Cl
    15	-11	4	-0.5	-6	10	8	-18	20
[19] CC1=CC(C)C2C(=O)N(c3ccccc3)C(=O)C2C1 (stereo not given)
    -1	-4	0	9.1	-1	-9	-1	-4	1
[20] COc1cccc(-c2sc3ccc(OC)cc3c2-c2ccc(C(N)=O)cc2)c1
    3	7	2	0.6	13	-7	-1	4	1

3 entries from above, arranged by the value under CHRM4 agonist, descending:
| # | Structure | M5 antag | M4 PAM | M5 ag | CRFR2-BP ag | CHRM1 PAM | CRFR2-BP antag | CHRM4 antagonist | M5 PAM | CHRM4 agonist |
| --- | --- | --- | --- | --- | --- | --- | --- | --- | --- | --- |
| 1 | Cc1ccc(C(=O)N/N=C/c2cccnc2)cc1Cl | 5 | 13 | 0 | 4.0 | 21 | 0 | -17 | -1 | 2 |
| 17 | O=C1C2C3C=CC(CC3)C2C(=O)N1/N=C/c1ccc(O)cc1 (stereo not given) | 3 | 11 | 1 | 1.3 | 8 | 10 | -11 | -9 | 1 |
| 4 | CCOc1ccc(N(CC(=O)NCc2ccc(F)cc2)C(=O)c2ccco2)cc1 | -12 | 1 | -2 | 0.5 | 14 | -11 | -18 | 9 | 0 |

Next part
Results follow in this order: M5 antag	M4 PAM	M5 ag	CRFR2-BP ag	CHRM1 PAM	CRFR2-BP antag	CHRM4 antagonist	M5 PAM	CHRM4 agonist
[21] CCc1ccc(N2C(=O)C3C4C=CC(CC4)C3C2=O)cc1 (stereo not given)
    -1	-1	0	0.3	9	-8	11	2	1
[22] Cc1ccc(C(=O)N2CCC(C)CC2)cc1S(=O)(=O)N1CCCCC1
    2	10	1	-0.6	8	-1	6	-1	4
[23] Cc1cc(C)n(S(=O)(=O)/C=C/c2ccccc2)n1
    -2	-8	-8	4.0	0	23	4	-4	0
[24] CC(=O)c1ccc(NC(=O)c2noc(C)c2[N+](=O)[O-])cc1
    16	-2	-5	-1.8	0	8	10	-3	0
[25] Cc1ccc(-c2nc3cc(N)ccc3o2)cc1
    -7	4	0	0.5	8	-15	-10	0	0
[26] Oc1c(Br)cc(Br)cc1CNc1nccs1
    2	-7	-5	1.5	-2	-9	16	-1	2
[27] Cc1ccc(NC(=O)COC(=O)CCc2c(C)nc3nc(N)nn3c2C)cc1C
    -1	-5	-1	0.0	-1	-1	10	-2	1
[28] O=S(=O)(c1ccccc1S(=O)(=O)N1CCCCC1)N1CCCCC1
    6	5	-2	-3.0	12	15	0	-2	0
[29] CCC(C)Cn1c(S(=O)(=O)O)nc2ccccc21 (stereo not given)
    0	4	0	0.5	6	16	-3	0	0
[30] CCOC(=O)[C@@H]1[C@H]2COc3cc(OC)ccc3[C@@H]2N2C(=O)N(c3cccc(Cl)c3)C(=O)[C@]12C
    -3	7	1	3.9	11	-9	0	10	1
[31] COc1cc(C(=O)N=c2sc3c(C)ccc(OC)c3n2C)cc(OC)c1OC
    0	14	-3	2.2	8	-5	4	8	1
[32] CCNS(=O)(=O)c1ccc(CCC(=O)NCc2ccncc2)cc1
    -1	-1	-3	3.3	13	-4	-2	3	1
[33] C=CCn1c(-c2csc3c2CCC(C)C3)n[nH]c1=S (stereo not given)
    -5	6	-8	-3.7	-13	32	-2	-2	-1
[34] CCN1C(=O)[C@H]2[C@@H](c3ccc(-c4ccc(F)cc4)cc3)N[C@@](CC(C)C)(C(=O)OC)[C@H]2C1=O
    3	16	2	2.3	10	-11	-17	3	0
[35] O=C(COC(=O)c1ccccn1)c1ccc(Br)cc1
    -4	2	-4	-0.2	5	-7	5	2	0
[36] CCOC(=O)[C@]12CCC=C1N(Cc1ccc(Cl)cc1Cl)C(=O)[C@H](CC(=O)NCc1cccc3ccccc13)C2
    6	-1	2	.	.	.	-3	4	1
[37] CCCn1c(N2CCN(C(=O)/C=C/C(=O)O)CC2)nc2ccccc21
    2	-1	-19	0.6	0	11	-5	-3	2
[38] CCOC(=O)N1CCC(NCCNC(=O)c2ccccc2)CC1
    3&7	2&14	1&2	0.7&0.3	-14&-31	-11&0	2&3	-3&-2	1&2
[39] CC(Oc1ccc(Cl)cc1Cl)C(=O)NCCCN1CCOCC1 (stereo not given)
    4	-7	3	-0.2	1	10	1	-7	2
[40] N#Cc1c(-c2ccccc2)[nH]c(=O)[nH]c1=O
    -11	-3	0	-0.1	8	3	4	-2	1

(continued)
Results follow in this order: M5 antag	M4 PAM	M5 ag	CRFR2-BP ag	CHRM1 PAM	CRFR2-BP antag	CHRM4 antagonist	M5 PAM	CHRM4 agonist
[41] COc1ccccc1NC(=O)Nc1nc(CC(=O)N2CCN(c3ccccc3OC)CC2)cs1
    25	-11	5	1.7	-9	-3	25	-25	28
[42] Cn1c(=O)c2c(ncn2CC(O)CNc2cccc(Cl)c2)n(C)c1=O (stereo not given)
    12	-7	8	-1.3	-1	22	-8	-9	10
[43] COc1ccc2c(c1)C(=O)N(Cc1ccccc1)C(=O)C2(C)C
    -3	-8	-2	0.6	2	-1	-6	1	0
[44] Cc1ccc(-n2c(C)cc(C(=O)CSc3nnc4ccccn34)c2C)cc1
    -4	-3	-3	-1.0	-6	14	-12	-6	4
[45] COc1ccc(CCNC(=S)NC2CCN(Cc3ccccc3)CC2)cc1
    11	-8	-2	-0.5	1	-36	3	-5	2
[46] COc1ccc(-c2oc3ccc(-c4ccc(OC)nc4)cc3c2-c2ccc(OC)cc2)cc1
    13	3	2	3.1	1	-3	6	0	0
[47] CCOCCCNc1nc2c(-c3ccccc3)nnn2c2ccccc12
    0	-2	1	-3.0	8	0	-3	-4	1
[48] O=S(=O)(Cc1noc(-c2ccccc2Cl)n1)c1ccccn1
    1	13	-2	1.1	7	-5	-9	5	1
[49] Cc1ccc(C(=O)O)cc1[N+](=O)[O-]
    1	-4	3	0.4	7	3	-7	1	1
[50] CCCCc1nnc(NC(=O)c2cccc(S(=O)(=O)N3CCN(C)CC3)c2)s1
    7	2	-1	1.0	6	4	-1	-6	1
[51] Cc1cc(C(=O)C(=O)O)c(C)n1-c1ccc(Cl)cc1
    -2	10	5	2.0	0	28	2	18	5
[52] COc1ccc(Cl)cc1NC(=O)CN(C)C1CCS(=O)(=O)C1 (stereo not given)
    2	0	-1	1.2	17	3	-1	6	1
[53] CCOc1ccc(NS(=O)(=O)c2ccc(Cl)c(C(=O)N(C)Cc3cccnc3)c2)cc1
    14	3	3	-0.6	3	4	-2	-14	5
[54] C[C@H]1CN([C@@H](C)CO)C(=O)CCCn2nncc2CO[C@@H]1CN(C)S(=O)(=O)c1ccc(Oc2ccccc2)nc1
    4	7	0	1.2	10	-6	-6	0	0
[55] CCCCn1nc(C(=O)Nc2cccc(C(=O)NC3CC3)c2)c2ccccc2c1=O
    16	-8	5	-0.2	-13	1	16	-23	12
[56] CC1(OC(=O)C2CCCC2)C(=O)C=C2C=C(c3ccsc3)N(C(CO)CO)C=C2C1=O (stereo not given)
    3	18	-1	6.1	13	-4	-10	11	3
[57] CCOC(=O)c1ccccc1CN1C(=O)c2ccccc2S1(=O)=O
    13	-11	-6	-2.8	0	21	0	-6	1
[58] Cc1nn(C)c(C(=O)NNC(=O)Nc2cccc(C(F)(F)F)c2)c1Cl
    5	-1	17	0.3	-3	8	-18	-12	14
[59] CCN1CCN(C2=CC3=CC(=C(C#N)C#N)CCC3CC2)CC1 (stereo not given)
    59*	-29	222*	500*	-25	i	58*	-36	270*
[60] Cc1ccc(/C(CSc2nccn2-c2ncc(C(F)(F)F)cc2Cl)=N\O)cc1
    0	-2	2	-0.7	-2	-1	8	-5	5
[61] CNC(=O)NC(=O)CSc1nc2ccccc2n1CCOC
    6	1	-3	-1.5	6	3	-14	-2	0
